Compound activity deposited in PubChem by Sanford-Burnham Center for Chemical Genomics.
PfGluPho inh – PfG6PD (Plasmodium falciparum) enzyme inhibition. PfGluPho enzyme, NADPH resazurin-diaphorase fluorescence. inhibition, % at 20 µM. hit rate 0.78% among 350,000. AID 504690;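 active means inhibition reaching at least a set limit at 20 µM in the primary screen, cut at about 59% in these data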;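 further: 0% = DMSO wells with substrate and 100% = DMSO wells lacking glucose-6-phosphate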
HKDC1 inhibitor – blocks human hexokinase HKDC1 activity. inhibition, % at 20 µM. recombinant HKDC1, G6PDH/diaphorase resazurin coupled fluorescence. hit rate 0.16% among 340,000;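 active means inhibition above about 35% when tested at 20 µM, limit read from the data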;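 further: plate controls were DMSO wells with enzyme for no effect and DMSO wells lacking enzyme for full effect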
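Test system: Recombinant HKDC1 (HK5) hexokinase enzyme, produced in-house | Input: HKDC1 at 5 µg/mL | Buffer or medium: Tris pH 8.0 buffer with MgCl2, Tween-20, BSA, BME | Schedule: 90 min reaction incubation at room temperature, dark | Technique: Resazurin-to-resorufin fluorescence via G6PDH and diaphorase coupling, 525/613 nm | Controls: DMSO wells with and without enzyme mix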
SENP7 inh – inhibitors of human SENP7 protease; inhibition, % at 5 µM; recombinant SENP7, Z-RLRGG-aminoluciferin luminescence, 40 min; hit rate 1.5% among 330,000;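 active means inhibition above about 50% at the single test dose, limit read from the data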;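 further: plate controls were DMSO with enzyme for no effect and no enzyme buffer wells for full effect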
Target sequence (Q9BQF6 706-1050 limits assumed): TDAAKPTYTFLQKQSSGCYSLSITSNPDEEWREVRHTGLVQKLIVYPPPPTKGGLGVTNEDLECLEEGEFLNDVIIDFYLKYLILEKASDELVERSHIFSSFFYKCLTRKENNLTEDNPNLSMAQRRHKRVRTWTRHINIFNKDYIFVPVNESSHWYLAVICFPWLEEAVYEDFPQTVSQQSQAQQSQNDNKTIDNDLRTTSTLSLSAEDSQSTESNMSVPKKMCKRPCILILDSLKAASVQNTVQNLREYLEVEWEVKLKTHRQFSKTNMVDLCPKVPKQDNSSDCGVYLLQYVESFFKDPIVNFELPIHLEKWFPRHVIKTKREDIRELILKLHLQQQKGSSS
SENP8 block-1 – inhibitors of human SENP8 protease; Q96LD8; hit rate 0.64% among 360,000; AID 602440; recombinant SENP8, Nedd8 substrate fluorescence; inhibition, % at 20 µM; in the data active means inhibition mostly above about 40%, no sharp cut-off; inactive means mostly below about 27%
MIN6 prolif – inducers of beta-cell replication in MIN6 cells; MIN6 cells proliferation, ATPlite luminescence, 48 h; cells starved in 0.2% serum; 100% = growth in 10% serum; proliferation, % at 10 µM; hit rate 0.29% among 330,000; AID 2380;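 active means compounds whose signal lies at least 3.5 SD above the mean of all wells on their plate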;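 further: 0% = DMSO-treated cells in low-serum medium and 100% = 10% serum control; some compounds called inactive have numbers as strong as hits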
SENP8 block-2 – SENP8 protease inhibition; Q96LD8; purified SENP8, Z-RLRGG-aminoluciferin cleavage, luminescence; inhibition, % at 10 µM; hit rate 1.2% among 330,000; AID 2540; in the data active means inhibition above about 50%
UBC13 inh – blocks human UBC13 polyubiquitin chain formation; TR-FRET; AID 485273; hit rate 0.47% among 330,000; P61088; inhibition, % at 20 µM; in the data active means inhibition above about 45%, passing the limit was not always enough; inconclusive means no clear call, values can overlap the other calls
Target sequence (P61088 whole entry, looked up): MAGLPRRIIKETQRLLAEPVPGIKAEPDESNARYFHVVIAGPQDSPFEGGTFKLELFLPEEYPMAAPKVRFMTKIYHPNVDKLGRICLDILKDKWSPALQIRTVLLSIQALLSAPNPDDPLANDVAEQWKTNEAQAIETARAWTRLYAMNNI
SENP1 FRET inh – SENP1 (human) catalytic domain inhibition. Q9P0U3. recombinant SENP1 catalytic domain, CyPet-SUMO1-YPet FRET cleavage. inhibition, % at 10 µM. hit rate 0.21% among 360,000. AID 624204;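 active means inhibition at least 30% at 10 µM, raw YFP signal under a set limit, fluorescence ratio 0.5 to 1.5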;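 further: 0% = enzyme with DMSO and 100% = no enzyme wells; some results filed as inactive read as strong as hits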
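Compound: 10 µM single point, 0.5% DMSO; Test system: hSENP1 catalytic domain, recombinant; Timing: 50 min reaction at room temperature; Technique: FRET, CFP and YFP emission; Control set: no-enzyme wells low, DMSO-plus-enzyme wells high control.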
SENP6 inh – SENP6 protease inhibition. Q9GZR1. Recombinant SENP6 catalytic domain, aminoluciferin luminescence. inhibition, % at 10 µM. hit rate 1.8% among 330,000;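 active means inhibition above about 50% at the single tested dose, limit read from the data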;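 further: plate controls were DMSO wells with enzyme for no effect and DMSO wells lacking enzyme for full effect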
Target sequence (Q9GZR1 628-1112 limits assumed): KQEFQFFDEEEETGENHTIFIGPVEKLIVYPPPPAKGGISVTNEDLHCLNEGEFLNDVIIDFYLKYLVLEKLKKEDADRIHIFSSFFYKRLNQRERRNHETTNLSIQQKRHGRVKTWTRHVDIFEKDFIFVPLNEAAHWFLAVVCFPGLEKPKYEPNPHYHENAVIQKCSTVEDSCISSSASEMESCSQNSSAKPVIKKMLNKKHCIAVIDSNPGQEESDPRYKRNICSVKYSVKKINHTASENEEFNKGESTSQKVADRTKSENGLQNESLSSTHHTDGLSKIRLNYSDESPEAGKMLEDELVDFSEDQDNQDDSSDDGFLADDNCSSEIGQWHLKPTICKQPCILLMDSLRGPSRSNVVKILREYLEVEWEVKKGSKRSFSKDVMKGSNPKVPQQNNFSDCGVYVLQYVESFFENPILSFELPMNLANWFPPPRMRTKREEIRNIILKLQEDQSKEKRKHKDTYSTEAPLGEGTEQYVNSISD
The depositor's hits bear a star; ? = inconclusive.

SMILES	PfGluPho inh	HKDC1 inhibitor	SENP7 inh	SENP8 block-1	MIN6 prolif	SENP8 block-2	UBC13 inh	SENP1 FRET inh	SENP6 inh
Cc1cccc(NC(=O)/C(C#N)=C\c2cc(C)n(-c3ccc(C(=O)O)cc3)c2C)c1	10	-10	-9	-166	-2	-3	-4	-28	-6
COc1ccccc1N1CCN(S(=O)(=O)CCNC(=O)C2CC2)CC1	-3	-2	-2	10	-3	2	-7	1	8
CCOc1ccc(C(=O)NC(=S)Nc2ccccc2N2CCCCC2)cc1[N+](=O)[O-]	-1	8	8	12	0	-4	-8	-1	-4
CC(=O)N1CCn2c3c(c4cc(C)ccc42)CCCC31 (stereo not drawn)	5	9	-1	-56	-3	3	-1	18	-14
Cc1ccnc(SCc2cc(=O)c(OC(=O)c3ccc(S(=O)(=O)N(C)C)cc3)co2)n1	-2	9	4	2	0	1	16	1	4
Cn1cc(CN2CCCCC2c2ccccn2)c(-c2ccc3c(c2)OCCO3)n1 (stereo not drawn)	-8	-11	4	-2	2	8	8	1	-12
COc1ccc(-n2ncc(S(=O)(=O)c3ccccc3)c2-c2ccc(Cl)cc2)cc1	4	3	-1	12	-5	-15	-2	3	-3
Cc1cccc(-n2c(SCc3cc(=O)n4ccsc4n3)nc3ccccc3c2=O)c1	11	2	12	-5	-2	-1	-1	4	-6
COC(=O)CCc1c(C)c(C(=O)c2cc(F)c(F)c(F)c2F)c2ccccn12	-7	-7	4	-30	-4	28	-1	-62	77*
CSc1ccc(NC(=O)NCc2cccnc2)cc1	-4	2	2	7	2	2	6	0	1

Arranged by the number under SENP7 inh (high to low): some entries from above
mol	SENP7 inh
Cc1ccnc(SCc2cc(=O)c(OC(=O)c3ccc(S(=O)(=O)N(C)C)cc3)co2)n1	4
COc1ccc(-n2ncc(S(=O)(=O)c3ccccc3)c2-c2ccc(Cl)cc2)cc1	-1
COc1ccccc1N1CCN(S(=O)(=O)CCNC(=O)C2CC2)CC1	-2

Additional entries follow.
SMILES	PfGluPho inh	HKDC1 inhibitor	SENP7 inh	SENP8 block-1	MIN6 prolif	SENP8 block-2	UBC13 inh	SENP1 FRET inh	SENP6 inh
CC(C)OCC(O)Cn1c(N2CCCC2)nc2c1c(=O)[nH]c(=O)n2C (stereo not drawn)	8	-4	10	11	-1	6	-5	0	10
Oc1ccc(N2CCN(Cc3c(-c4ccccc4)nc4ccccn34)CC2)cc1	59*	2	3	-24	-4	-7	-1	0	-5
Cc1ccc(C(C)C)cc1NC(=O)Nc1ccc([N+](=O)[O-])cc1	18	0	3	18	-5	0	-6	4	-1
CCOCCCn1c(SC(C(=O)Nc2cc(C)ccc2C)c2ccccc2)nnc1-c1ccc(Cl)cc1 (stereo not drawn)	-12	11	11	19	0	4	-1	0	11
O=C(Nc1ccccn1)c1ccc(CN(c2ccccc2)S(=O)(=O)c2ccccc2)cc1	16	-6	-5	-2	-1	-6	-5	2	-13
O=C(CCCN1C(=O)/C(=C/c2ccc3c(c2)OCO3)SC1=S)Nc1cccc(C(=O)O)c1	-16	5	48	10	-5	76*	-4	-4	82*
O=C1CCC/C1=C/Nc1cccc(F)c1	24	-6	13	-8	-4	-7	-10	-23	-14
CC(=O)CC1(O)C(=O)N(Cc2ccccc2)c2ccccc21 (stereo not drawn)	3	-1	-11	10	-4	-2	-5	1	-14
CC(=O)C(Cc1cnc(Cl)s1)(Cc1cnc(Cl)s1)C(C)=O	-1	-9	5	12	0	-4	-5	3	-20
CCOC(=O)C1=C(C(F)(F)F)Nc2ncnn2C1c1ccc(OC)c(OC)c1OC (stereo not drawn)	-15	-12	0	-18	-3	4	-5	-2	2

An excerpt from above in order of heavy-atom count, lowest first:
SMILES	PfGluPho inh	HKDC1 inhibitor	SENP7 inh	SENP8 block-1	MIN6 prolif	SENP8 block-2	UBC13 inh	SENP1 FRET inh	SENP6 inh
O=C1CCC/C1=C/Nc1cccc(F)c1	24	-6	13	-8	-4	-7	-10	-23	-14
CSc1ccc(NC(=O)NCc2cccnc2)cc1	-4	2	2	7	2	2	6	0	1
CC(=O)N1CCn2c3c(c4cc(C)ccc42)CCCC31 (stereo not drawn)	5	9	-1	-56	-3	3	-1	18	-14
CC(=O)C(Cc1cnc(Cl)s1)(Cc1cnc(Cl)s1)C(C)=O	-1	-9	5	12	0	-4	-5	3	-20
CC(=O)CC1(O)C(=O)N(Cc2ccccc2)c2ccccc21 (stereo not drawn)	3	-1	-11	10	-4	-2	-5	1	-14
Cc1ccc(C(C)C)cc1NC(=O)Nc1ccc([N+](=O)[O-])cc1	18	0	3	18	-5	0	-6	4	-1
CC(C)OCC(O)Cn1c(N2CCCC2)nc2c1c(=O)[nH]c(=O)n2C (stereo not drawn)	8	-4	10	11	-1	6	-5	0	10
COC(=O)CCc1c(C)c(C(=O)c2cc(F)c(F)c(F)c2F)c2ccccn12	-7	-7	4	-30	-4	28	-1	-62	77*
Oc1ccc(N2CCN(Cc3c(-c4ccccc4)nc4ccccn34)CC2)cc1	59*	2	3	-24	-4	-7	-1	0	-5
CCOC(=O)C1=C(C(F)(F)F)Nc2ncnn2C1c1ccc(OC)c(OC)c1OC (stereo not drawn)	-15	-12	0	-18	-3	4	-5	-2	2
Cc1ccnc(SCc2cc(=O)c(OC(=O)c3ccc(S(=O)(=O)N(C)C)cc3)co2)n1	-2	9	4	2	0	1	16	1	4
O=C(CCCN1C(=O)/C(=C/c2ccc3c(c2)OCO3)SC1=S)Nc1cccc(C(=O)O)c1	-16	5	48	10	-5	76*	-4	-4	82*
CCOCCCn1c(SC(C(=O)Nc2cc(C)ccc2C)c2ccccc2)nnc1-c1ccc(Cl)cc1 (stereo not drawn)	-12	11	11	19	0	4	-1	0	11

(list continues)
SMILES	PfGluPho inh	HKDC1 inhibitor	SENP7 inh	SENP8 block-1	MIN6 prolif	SENP8 block-2	UBC13 inh	SENP1 FRET inh	SENP6 inh
c1ccc(Cc2nnc3sc(-c4ccccn4)nn23)cc1	28	-7	-2	13	2	-7	-1	1	-5
O=C1/C(=C/c2ccc(F)cc2)SC(=S)N1CC(=O)N1CCCCC1c1cccnc1 (stereo not drawn)	7	7	7	30	-8	1	-14	4	-6
COc1ccc(CCNC(=O)Cc2cccc(C(F)(F)F)c2)cc1OC	5	-6	4	5	-1	5	-2	-3	-10
O=C(CN(CCc1ccccc1)S(=O)(=O)c1ccc(Br)cc1)N/N=C/c1ccccc1C(=O)O	-29	2	-6	5	1	-1	-16	1	0
CCS(=O)(=O)N1CCN(c2nc(-c3ccccc3)cs2)CC1	3	-2	-25	3	-3	-4	17	3	-8
CC(OC(=O)c1ccc(NC(N)=O)cc1)C(=O)Nc1ccc2c(c1)OCCO2 (stereo not drawn)	12	-6	1	3	-2	-1	2	0	13
Nn1c(COc2ccccc2F)nnc1SCC(=O)NC1CCCCC1	0	-2	7	6	7	5	0	4	3
c1ccc(CN2CCN(c3ncccn3)CC2)cc1	-10	-6	-1	12	-2	-9	5	1	-20
COCCCn1c(SCC(=O)NCc2ccccc2)nc2ccccc2c1=O	-6	-5	4	13	1	-3	-2	1	-37
CCCc1cc(C(=O)NC2CCCCC2)no1	-4	-9	-4	16	0	-10	-11	3	-25
Cc1ccc(S(=O)(=O)NCCC(=O)NCC(c2ccco2)N2CCCCC2)cc1C (stereo not drawn)	19	-8	1	4	1	-2	3	-2	3
COc1ccc(C(C(=O)NC2CCCC2)N(C(=O)c2snc(-c3ccc(F)cc3)c2N)c2ccc(OC)cc2)cc1 (stereo not drawn)	-9	-5	2	-201	-1	2	12	4	3
COc1ccccc1NC(=O)CSc1ccc(-c2ccccn2)nn1	22	19	-5	0	-4	-6	-4	1	-7
CC1=NN(c2ccc(C)cc2C)C(=O)C1C(c1ccccc1O)C1C(=O)N(c2ccc(C)cc2C)N=C1C (stereo not drawn)	-39	-4	27	58*	-3	15	-18	4	44
COc1cccc(C2C(C(=O)c3ccc(C)o3)=C(O)C(=O)N2CCN2CCOCC2)c1OC (stereo not drawn)	-17	0	7	-8	1	-1	-11	-6	-3
COc1c(F)c(F)c(C(=O)O)c(Nc2cc(C)cc(C)c2)c1F	-2	-11	5	14	-1	22	3	-1	6
Cc1c(Cl)cccc1NC(=S)N(Cc1cccnc1)Cc1ccccc1Cl	9	-1	-1	9	-4	-3	-6	-2	2
CCN1C(=O)c2ccc(C(=O)NCc3ccccc3)cc2C1=O	-4	2	7	31	0	2	-6	1	3
Cc1ccc(Cl)cc1N1CCN(C(=O)COc2ccc(S(=O)(=O)NC(C)C)cc2)CC1	32	-3	7	2	-5	-1	17	3	-4
CC1CCN(C(=O)CSc2nncn2C)CC1	-1	1	3	14	-3	0	-1	0	-5
COc1ccc(CCNC(=O)COC(=O)/C=C/c2ccc(OCC#N)c(OC)c2)cc1OC	20	-4	10	-34	0	-6	5	2	-9
CSc1ncccc1C(=O)OCC(=O)c1ccccc1Br	21	0	39	39	-1	36	1	1	-8
COc1ccc(/C=N/N2C(=O)CSC2=S)cc1	-3	-8	5	5	-2	-1	-1	0	-7
Cc1ccc(C2CC(=O)C=C(NCC(C)C)C2)cc1 (stereo not drawn)	1	-9	-1	2	2	7	5	2	6
CC1Cc2ccccc2N1C(=O)CSc1nc2c(c(=O)n(C)c(=O)n2C)n1Cc1ccc(F)cc1 (stereo not drawn)	2	-1	-11	18	-2	-7	0	-3	7
CCC(Oc1ccc(C)cc1)C(=O)Nc1ccc2c(c1)n(C)c(=O)n2C (stereo not drawn)	-13	-3	2	-3	-3	2	6	-1	-10
CC(=O)CC(=O)Nc1ccc(Nc2ccccc2)cc1	0	-3	-15	10	-2	-8	-4	1	-11
CCOCCCN1C(=O)CN(C2CCC(C)CC2)C(=O)C1c1ccc(C)cc1 (stereo not drawn)	-8	-7	-4	21	-2	-1	-8	1	-5
O=C1C2C3C=CC(C3)C2C(=O)N1CCC(=O)N1CCc2ccccc21 (stereo not drawn)	4	-7	3	5	-1	1	12	-1	4
CCOC(=O)c1sc2nc(C)nc(SCC(=O)N(CC)C3CCS(=O)(=O)C3)c2c1C (stereo not drawn)	-6	1	7	-24	-3	-1	-2	0	8
CNC(=S)NNC(=O)c1cccc(C(F)(F)F)c1	-8	-15	2	16	-2	1	8	-2	4
CC(=O)c1oc2ccccc2c1NC(=O)CCCN1C(=O)c2ccccc2C1=O	14	2	-2	16	-5	2	-5	1	-6
CCOC(=O)Cc1csc(NS(=O)(=O)Cc2ccccc2)n1	11	-2	1	13	-3	-5	?	1	-6
